High-throughput results: PubChem BioAssay, several laboratories
Bim-Bcl-B: human Bim-Bcl-B interaction inhibition; bead-based flow cytometry, Bim peptide-Bcl-B binding; inhibition, % at 10 µM; 190,000 tested, 0.073% active; AID 951;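 note: 0% = tracer peptide without compound and 100% = reference inhibitor peptide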
Target sequence (Q9HD36 whole entry, looked up): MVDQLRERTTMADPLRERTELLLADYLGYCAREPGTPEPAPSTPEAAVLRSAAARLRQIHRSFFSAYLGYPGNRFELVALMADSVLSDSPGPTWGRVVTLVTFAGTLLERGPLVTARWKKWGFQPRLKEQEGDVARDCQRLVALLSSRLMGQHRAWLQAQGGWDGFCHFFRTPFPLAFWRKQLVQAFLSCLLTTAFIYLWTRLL
Bim-Bfl-1: disrupts Bim binding to human Bfl-1; Bead-based flow cytometry, Bim-Bfl-1 binding inhibition; inhibition, % at 10 µM; 190,000 tested, 0.12% active; Q16548;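 note: 0% = wells without compound plus tracer and 100% = blocker peptide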
Mcl-1 Bim block: disrupts Bim peptide binding to human Mcl-1; Q07820; Bead-based flow cytometry, Bim peptide-Mcl-1 binding; inhibition, % at 10 µM; 190,000 tested, 0.1% active; AID 1009;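 note: 0% = no compound tracer wells and 100% = peptide blocker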
Target sequence (Q07820 whole entry, looked up): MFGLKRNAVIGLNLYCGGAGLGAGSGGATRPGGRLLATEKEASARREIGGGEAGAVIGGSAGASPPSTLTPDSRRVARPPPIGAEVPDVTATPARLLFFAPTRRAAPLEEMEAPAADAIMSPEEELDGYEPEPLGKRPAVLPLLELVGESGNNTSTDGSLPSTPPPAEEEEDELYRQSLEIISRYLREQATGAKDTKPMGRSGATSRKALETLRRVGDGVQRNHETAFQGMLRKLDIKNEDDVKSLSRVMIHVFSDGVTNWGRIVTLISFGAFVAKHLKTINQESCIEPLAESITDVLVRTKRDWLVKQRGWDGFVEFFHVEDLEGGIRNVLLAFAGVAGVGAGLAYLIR
Bcl-XL Bim block: inhibitors of Bim-Bcl-XL interaction, human; Q07817; AID 1007; inhibition, % at 10 µM; Bim peptide-Bcl-XL binding, bead flow cytometry, fluorescence; 190,000 tested, 0.04% active
Target sequence (Q07817 whole entry, looked up): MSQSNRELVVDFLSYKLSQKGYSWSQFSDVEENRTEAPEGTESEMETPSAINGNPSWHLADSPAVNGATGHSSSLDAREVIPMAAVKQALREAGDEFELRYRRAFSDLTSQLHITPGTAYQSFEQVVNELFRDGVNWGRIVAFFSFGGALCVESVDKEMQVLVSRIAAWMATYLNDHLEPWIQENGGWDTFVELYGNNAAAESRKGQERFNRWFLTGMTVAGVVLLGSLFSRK
Mcl1 Bid PPI: Mcl-1/Bid interaction inhibition | AID 1021 | Q07820 | 220,000 tested, 0.97% active | TR-FRET Mcl-1/Bid-Dy647 peptide binding, 1536-well | inhibition, % at 21.7 µM;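 active = compounds that cut the binding signal by more than half at the single screening dose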;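 note: His-tagged Mcl-1 with europium anti-His antibody binding Bid BH3 peptide; 0% = Mcl-1 plus peptide wells and 100% = peptide-only wells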
RGS4-Gao reg: modulates binding of RGS4 to human Galphao; P09471; Multiplexed bead flow cytometry; actives lie on both sides; binding response (% of control), % at 10 µM; 220,000 tested, 0.33% active; AID 1415; in the data active = binding response below about 49% or above about 150%; inactive = in between;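 note: fluorescent Galphao activated with aluminum fluoride binding bead-coupled RGS4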
Mcl1-Noxa inh: Mcl-1/Noxa interaction inhibition. Q07820. TR-FRET Mcl-1/Noxa peptide binding, 2 h. inhibition, % at 21.7 µM. 220,000 tested, 1.5% active;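 active = compounds that cut the protein-peptide binding signal by more than 50% relative to plate controls in a single-dose test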;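 note: His-tagged Mcl-1 with rhodamine Noxa BH3 peptide and terbium anti-His antibody; 0% = Mcl-1 plus Noxa peptide wells and 100% = peptide-only wells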
RGS8-Gao: modulates binding of RGS8 to human Galphao; multiplexed bead flow cytometry; actives lie on both sides; P09471; response (percent of control binding), % at 10 µM; 220,000 tested, 0.34% active; AID 1423; in the data active = response below about 60% or above about 140%; inactive = in between;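 note: Galphao activated as the GDP aluminium fluoride complex binding bead-coupled RGS8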
Bcl-2 Bim block: human Bim-Bcl-2 interaction inhibition; P10415; Bead-based flow cytometry, Bim peptide-Bcl-2 binding; inhibition, % at 10 µM; 190,000 tested, 0.06% active; AID 950; in the data active = inhibition above about 40%; inconclusive = no clear call, values can overlap the other calls;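 note: 0% = no compound wells with probe peptide and 100% = reference peptide inhibitor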
Bim-Bcl-W: inhibitors of Bim-Bcl-W interaction, human; Q92843; bead-based flow cytometry, Bim peptide-Bcl-W binding; inhibition, % at 10 µM; 190,000 tested, 0.02% active; AID 952;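 note: 0% = bound tracer without compound and 100% = peptide blocker; higher means less fluorescent Bim peptide bound to Bcl-W beads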
Target sequence (Q92843 whole entry, looked up): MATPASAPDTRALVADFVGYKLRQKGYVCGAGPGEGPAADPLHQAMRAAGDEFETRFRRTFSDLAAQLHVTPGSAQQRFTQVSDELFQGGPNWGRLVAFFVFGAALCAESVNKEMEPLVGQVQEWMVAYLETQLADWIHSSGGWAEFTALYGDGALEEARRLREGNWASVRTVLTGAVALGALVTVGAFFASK
RGS7-Gao: regulators of human RGS7-Galphao interaction; Multiplexed bead flow cytometry, RGS7-Galphao binding; actives lie on both sides; binding response (% of control), % at 10 µM; 220,000 tested, 0.35% active; AID 1439; in the data active = binding response below about 49% or above about 150%; inconclusive = no clear call, values can overlap the other calls; inactive = in between;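 note: fluorescent Galphao held in activated GDP-AlF4 state binding bead-coupled RGS7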
Active calls of the source: *; ? = inconclusive; . = no result given. Cut-off read from the data, not from the text of the source, unless noted: active = inhibition above about 40%.

SMILES	Bim-Bcl-B	Bim-Bfl-1	Mcl-1 Bim block	Bcl-XL Bim block	Mcl1 Bid PPI	RGS4-Gao reg	Mcl1-Noxa inh	RGS8-Gao	Bcl-2 Bim block	Bim-Bcl-W	RGS7-Gao
COc1ccc(C(=O)NC(NC(=O)c2ccc(OC)cc2)c2ccccc2F)cc1	0	-4	0	0	-5	102	11	101	-1	0	105
Cc1cc(SC(C)C(=O)O)nc2ccccc12 (centres undefined)	-2	-5	1	-2	-22	104	37	105	-3	0	99
Cc1ccc(NC(=S)N2CCOCC2)c(C)c1	-5	-1	-3	0	-21	105	-17	103	-3	0	110
CSc1ccc(CN(C)CC(=O)Nc2c(F)cccc2F)cc1	0	1	-1	0	15	104	42	111	-2	-3	99
CC(C)(C)NC(=O)NC(=O)CN1CCC(Cc2ccccc2)CC1	-1	-2	1	-1	-20	100	-3	100	0	0	99
CCOC(=O)c1c(C)n(C)c2cc(Br)c(C(=O)OC)cc12	-2	-3	-1	-1	0	98	-14	100	-6	-2	94
O=C(CC1C(=O)NCCN1Cc1cccc(Oc2ccccc2)c1)NCc1cccnc1 (centres undefined)	-2	-4	0	2	-5	101	12	102	0	-1	100
CC1CCN(C(=O)C2c3ccccc3C(=O)N3CCc4ccccc4C23)CC1 (centres undefined)	-3	0	3	-1	-2	99	-14	100	-4	4	101
COc1ccc(N2C(=O)S[C@@H]3CS(=O)(=O)C[C@@H]32)cc1	-7	-1	0	-4	-4	101	-4	103	3	-3	101
CC(=O)C1C(c2ccc(F)cc2)C2C(C)=NN=C2CC1(C)O (centres undefined)	-6	-10	-4	-6	-8	101	2	101	-5	-4	101

6 compounds from above, sorted by the number in Mcl1-Noxa inh, lowest first:
SMILES	Bim-Bcl-B	Bim-Bfl-1	Mcl-1 Bim block	Bcl-XL Bim block	Mcl1 Bid PPI	RGS4-Gao reg	Mcl1-Noxa inh	RGS8-Gao	Bcl-2 Bim block	Bim-Bcl-W	RGS7-Gao
Cc1ccc(NC(=S)N2CCOCC2)c(C)c1	-5	-1	-3	0	-21	105	-17	103	-3	0	110
CCOC(=O)c1c(C)n(C)c2cc(Br)c(C(=O)OC)cc12	-2	-3	-1	-1	0	98	-14	100	-6	-2	94
COc1ccc(N2C(=O)S[C@@H]3CS(=O)(=O)C[C@@H]32)cc1	-7	-1	0	-4	-4	101	-4	103	3	-3	101
COc1ccc(C(=O)NC(NC(=O)c2ccc(OC)cc2)c2ccccc2F)cc1	0	-4	0	0	-5	102	11	101	-1	0	105
O=C(CC1C(=O)NCCN1Cc1cccc(Oc2ccccc2)c1)NCc1cccnc1 (centres undefined)	-2	-4	0	2	-5	101	12	102	0	-1	100
Cc1cc(SC(C)C(=O)O)nc2ccccc12 (centres undefined)	-2	-5	1	-2	-22	104	37	105	-3	0	99

The listing continues.
SMILES	Bim-Bcl-B	Bim-Bfl-1	Mcl-1 Bim block	Bcl-XL Bim block	Mcl1 Bid PPI	RGS4-Gao reg	Mcl1-Noxa inh	RGS8-Gao	Bcl-2 Bim block	Bim-Bcl-W	RGS7-Gao
CCOC(=O)Cc1nn[nH]n1	-6	-5	0	-1	-17	101	-5	103	0	0	103
C=CCNCCOCCOc1ccc(C)cc1[N+](=O)[O-]	-4	-1	-2	-3	27	101	14	99	-3	-4	100
CCC1Oc2ccc(Cl)cc2N(CC(=O)O)C1=O (centres undefined)	-6	-16	-3	-8	-4	99	21	102	-9	0	99
Cc1c(C2CC(=O)N(c3ccccc3)C2=O)[nH]n(-c2ccccc2)c1=O (centres undefined)	-4	-6	1	-5	-56	102	14	105	-7	1	99
O=C(NNc1c(Cl)cncc1Cl)c1cccs1	.	.	.	.	-14	99	-5	101	.	.	?
Cc1cc(C)cc(N(CC(=O)N2CCn3c2nc2ccccc23)S(=O)(=O)c2c(C)noc2C)c1	-6	-9	-2	-2	-3	101	0	102	-6	-2	97
Cc1ccc(C)c(NC(=O)CSc2nnc(-c3ccncc3)n2N)c1	-5	-11	0	-16	-3	100	-1	101	-4	0	99
CCCNS(=O)(=O)c1ccc(CCC(=O)N2CCN(c3ccc(OC)cc3)CC2)cc1	-7	-9	-2	-3	-20	107	16	104	-10	2	108
Cc1ccc(NC(=O)CSC2=C(C#N)C(c3ccco3)CC(=O)N2)cc1 (centres undefined)	-1	0	-5	0	-8	102	5	99	-3	-2	97
Nc1nc(SCc2ccc([N+](=O)[O-])cc2)nc2nc3c(cc12)CCCC3	5	11	2	8	79*	110	5	110	11	3	113

For reference, some entries already given:
SMILES	Bim-Bcl-B	Bim-Bfl-1	Mcl-1 Bim block	Bcl-XL Bim block	Mcl1 Bid PPI	RGS4-Gao reg	Mcl1-Noxa inh	RGS8-Gao	Bcl-2 Bim block	Bim-Bcl-W	RGS7-Gao
CCOC(=O)Cc1nn[nH]n1	-6	-5	0	-1	-17	101	-5	103	0	0	103
C=CCNCCOCCOc1ccc(C)cc1[N+](=O)[O-]	-4	-1	-2	-3	27	101	14	99	-3	-4	100
CCC1Oc2ccc(Cl)cc2N(CC(=O)O)C1=O (centres undefined)	-6	-16	-3	-8	-4	99	21	102	-9	0	99
Cc1c(C2CC(=O)N(c3ccccc3)C2=O)[nH]n(-c2ccccc2)c1=O (centres undefined)	-4	-6	1	-5	-56	102	14	105	-7	1	99
O=C(NNc1c(Cl)cncc1Cl)c1cccs1	.	.	.	.	-14	99	-5	101	.	.	?
Cc1cc(C)cc(N(CC(=O)N2CCn3c2nc2ccccc23)S(=O)(=O)c2c(C)noc2C)c1	-6	-9	-2	-2	-3	101	0	102	-6	-2	97
Cc1ccc(C)c(NC(=O)CSc2nnc(-c3ccncc3)n2N)c1	-5	-11	0	-16	-3	100	-1	101	-4	0	99

(continued)
SMILES	Bim-Bcl-B	Bim-Bfl-1	Mcl-1 Bim block	Bcl-XL Bim block	Mcl1 Bid PPI	RGS4-Gao reg	Mcl1-Noxa inh	RGS8-Gao	Bcl-2 Bim block	Bim-Bcl-W	RGS7-Gao
COCCOC(=O)C1=C(N)OC2=C(C(=O)CC(C)(C)C2)C1c1cccnc1 (centres undefined)	-4	-11	0	-13	-23	102	8	98	-5	1	105
CC(C)c1ccccc1NC(=O)CNC(C)c1ccc(F)cc1 (centres undefined)	-2	-4	0	-1	-15	102	6	102	-4	0	?
CCOc1ccc(C(C)NC(=O)c2cccnc2OCC)cc1OCC (centres undefined)	-1	-3	1	0	-3	104	22	103	-2	-1	105
COC(=O)c1cc(C)sc1NC(=O)C1C2C=CC(CC2)C1C(=O)O (centres undefined)	-9	-1	-5	-6	-7	103	2	103	0	-2	106
N=C1CCCN1CC(=O)c1ccc(Cl)cc1	-10	-14	-3	-5	-36	103	15	103	-5	-4	104
CC(C)(C)c1ccc(OCC(=O)NCc2ccco2)cc1	-1	0	-2	0	-9	98	5	98	1	-1	97
COC(=O)CC1SC(=O)NC1=Nc1ccccc1 (centres undefined)	-9	-21	-4	-5	-6	102	-4	102	-17	-3	96
N#CC1(Cc2ccc(Cl)cc2)c2ccccc2C=CN1C(=O)c1ccccc1 (centres undefined)	-5	-9	-3	-1	-4	101	-11	99	-2	0	99
CCCCOc1ccccc1NC(=O)c1ccco1	-11	-12	-3	-16	5	98	7	101	-11	0	102
COc1ccc(CN2CCN(CC(O)Cn3c4ccccc4c4ccccc43)CC2)cc1 (centres undefined)	-11	-17	-3	-5	-13	102	25	101	-10	-4	104
CN(C)Cc1c(O)ccc2c(-c3ccccc3)cc(=O)oc12	-2	-7	0	0	-13	107	-16	107	-4	-1	108
COc1ccc(NS(=O)(=O)c2ccc(Cl)s2)cn1	.	.	.	.	-17	103	10	108	.	.	?
O=Cc1ccc(OCc2nnsc2Cl)cc1	-5	-4	-3	-4	-5	104	22	103	-2	-3	102
O=C(NC(=S)NCC1CCCO1)c1ccccc1[N+](=O)[O-] (centres undefined)	-8	-12	0	-6	-15	94	-2	96	-10	-3	92
COCCN1Cc2cccc(C(=O)N3CCN(c4ccccc4)CC3)c2C1=O	-6	-20	-3	-4	-16	100	1	99	-11	0	101
CC(=O)c1cccc(NC(=O)COC(=O)COc2ccccc2C)c1	-1	0	-4	-2	6	104	-9	104	-3	-2	100
O=Cc1cn(-c2ccccc2)nc1-c1cccnc1	-2	-6	0	-2	-12	100	0	99	-1	-2	?
CCCSc1nc(C)cc(C)c1C(N)=O	-3	-2	-3	-3	2	100	0	107	-2	-2	99
Cc1c(Cc2ccccc2)sc(/N=C/c2c(O)ccc3ccccc23)c1C(N)=O	-43	10	-12	-15	53*	102	31	98	-5	-12	107
COc1ccc(Cn2c(=O)sc3ccccc32)cc1	-3	-9	0	3	-1	80	-2	97	-4	0	82
COC(=O)c1cc(=O)n(-c2ccc(F)cc2)c(=Nc2ccc(F)cc2)s1	-8	-6	-2	-6	3	96	12	94	-1	-4	99
CC(c1ccccc1)n1cc(C(=O)NCC2COc3ccccc3O2)nn1 (centres undefined)	-14	-23	-6	-9	-4	100	-19	102	-17	-3	96
CCOC(=O)Cn1c2ccc(F)cc2c2nc(C)sc21	-11	3	-3	-3	-1	103	16	102	-4	-2	101
Clc1cccc(NCc2nnc(SCc3ccccc3)o2)c1	-3	-11	-1	-3	-11	91	-11	97	-6	-2	90
COC(=O)c1c(N)sc(Cc2ccccc2)c1C	-1	0	0	-4	-13	100	2	99	-2	-1	97
COc1ccc(NC(=O)CN2CC(c3ccccc3)CC2=O)cc1OC (centres undefined)	-13	-10	-7	-8	-5	103	-7	101	-10	-8	105
COc1ccccc1N1CCN(c2ncnc3nc[nH]c23)CC1	-10	-11	-2	-3	-12	98	7	99	-11	-4	98
COc1cc([N+](=O)[O-])cc2sc(NC(=O)C3CC3)nc12	-7	-9	-3	-3	4	102	-13	103	-1	-3	103
COC(=O)c1ccc2c(=O)n(Cc3ccc(C(=O)NC(C)C)cc3)c(=S)[nH]c2c1	-7	-12	-1	-1	-21	106	10	106	-2	-5	109
[S-]C(=Nc1ccc(Cl)cc1)N[n+]1ccccc1	1	0	0	0	-75	94	15	91	0	1	98
N#Cc1c(-c2ccccc2)c(-c2ccccc2)n(Cc2ccco2)c1NC(=O)c1cccs1	-8	-20	-4	-13	4	99	-6	98	-11	-3	95
O=C(NNC(=O)c1cc(-c2ccccc2)nn1-c1ccccc1)c1ccccc1	-4	-1	-1	-5	-30	101	-29	102	2	-3	102
COc1ccc(-c2ccc(CCC(=O)O)n2NC(=O)c2ccc(C(C)(C)C)cc2)cc1	-5	-7	-1	-2	-46	97	8	99	-4	-4	101
O=c1c(C=Nc2ccc(Cl)cc2)c[nH]n1-c1cccc(Cl)n1	-12	-6	-1	-12	6	94	32	103	-4	1	91

No enrichment for hits. About 2.7% of those tested had a hit in this group.
